# TRPV1 ag – HTS Assay for Compounds that Act as Agonists of the Vanilloid Receptor 1 | AID 540275, 2011 | TRPV1-expressing cells, Fluo-8 calcium influx, agonist mode | hit rate 0.19% among 320,000 | Transient receptor potential cation channel subfamily V member 1 (Homo sapiens), Q8NER1 | activation, % at 8.33 µM; in the data active means activation above about 80%; inconclusive means between about 30% and that limit; further: 0% is about no effect
#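 Cells expressing TRPV1 were dye-loaded with Fluo-8 and read kinetically: 10 s baseline, 3 min after compound (agonist portion), then 2 min after EC20 capsaicin (allosteric enhancer portion). Calcium-bound dye fluorescence at 480/520 nm.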
# A-T KAP1 phos – qHTS Assay for Identifying a Potential Treatment of Ataxia-Telangiectasia | […] A-T fibroblasts, KAP-1 phosphorylation AlphaLISA; neocarzinostatin DNA damage 30 min before lysis | Potency, µM (top dose mostly 57.5 µM), for inactives: at the highest dose activation, most hits filed as activators | hit rate 0.19% among 320,000; further: potency means the concentration at half of the fitted maximal effect; % of control where 0% means no effect; nearly all actives have a fitted effect of over 45% in size
#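 ATM-like activity read as KAP-1 phosphorylation via AlphaLISA donor/acceptor antibody pairs after lysis and 6 hr at 25C. Cells were ATM-null patient fibroblasts ([…], hTERT), dosed 60 min, then exposed to the DSB inducer NCS for 30 min.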
# BRCA1 expr act – qHTS Assay to Identify Small Molecule Activators of BRCA1 Expression; MCF7-BRCA1-FFLuc reporter, luminescence, 48 h; response scale: scaled: vehicle 0%, 10 µM genistein 100%; Potency, µM (highest dose often 46.1 µM), inactives show top-dose activation, hits mostly activators; hit rate 1.1% among 380,000; further: potency means the concentration at half of the fitted maximal effect; nearly all actives have a fitted effect of over 80% in size; some results filed as inactive show a strong effect at the top dose
#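 Using MCF7 cells harboring a BRCA1 firefly luciferase reporter, plated 2 h before compound pinning, the screen measured luminescence after 48 h incubation. Responses were normalized to DMSO and 10 microM genistein, then fitted for concentration-effect.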
# p53 reactivation – qHTS assay for re-activators of p53 using a Luc reporter. H1299 p53-A138V BP100-luciferase reporter, luminescence, 24 h. Potency, µM (series often up to 92.2 µM), for the others: top-dose activity change, positive = activation, most hits filed as activators. hit rate 0.063% among 320,000; further: potency means the concentration at half of the fitted maximal effect; % of control where 0% means no effect; nearly all actives have a fitted effect of over 45% in size
#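 p53-null H1299 cells stably carrying temperature-sensitive p53-A138V and a BP100-luciferase reporter were pinned with compounds (4-point, 1:5 series) and held 24 hrs at 37 deg C. Luminescence was read 10 min after detection reagent.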
# Integrin act MD – qHTS for Activators of Integrin-Mediated Alleviation for Muscular Dystrophy; alpha7betagal myoblasts, beta-gal FDG fluorescence, 48 h; Potency, µM (series often up to 38.3 µM), inactives show at the top dose activation, hits mostly activators; hit rate 0.064% among 350,000; AID 624291, 2012;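 further: potency means the concentration at half of the fitted maximal effect; 100% = response of the positive control SU9516; nearly all actives have a fitted effect of over 60% in size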
#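 alpha7betagal+/- myoblasts (passage 13, 250/well) treated 48 h at 37C with compounds at 1:260 dilution of DMSO stock. Lysed, then beta-galactosidase activity read as FDG fluorescence (ex 480/em 540) after 30 min, with pre-read for autofluorescence.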
# B2AR arrestin – qHTS assay of beta-arrestin-biased ligands of beta2-adrenergic receptor | hit rate 0.02% among 330,000 | AID 492947, 2010 | Potency, µM (series often up to 46.1 µM), inactives show at the highest dose activation, usual class: activators | beta-arrestin recruitment to beta2AR, cell-based reporter | Beta-2 adrenergic receptor (Homo sapiens), P07550;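 further: potency means the concentration at half of the fitted maximal effect; 0% = DMSO controls and full agonism = EC100 isoproterenol or metaproterenol; nearly all actives have a fitted effect of over 65% in size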
# Target sequence (P07550 whole entry, looked up): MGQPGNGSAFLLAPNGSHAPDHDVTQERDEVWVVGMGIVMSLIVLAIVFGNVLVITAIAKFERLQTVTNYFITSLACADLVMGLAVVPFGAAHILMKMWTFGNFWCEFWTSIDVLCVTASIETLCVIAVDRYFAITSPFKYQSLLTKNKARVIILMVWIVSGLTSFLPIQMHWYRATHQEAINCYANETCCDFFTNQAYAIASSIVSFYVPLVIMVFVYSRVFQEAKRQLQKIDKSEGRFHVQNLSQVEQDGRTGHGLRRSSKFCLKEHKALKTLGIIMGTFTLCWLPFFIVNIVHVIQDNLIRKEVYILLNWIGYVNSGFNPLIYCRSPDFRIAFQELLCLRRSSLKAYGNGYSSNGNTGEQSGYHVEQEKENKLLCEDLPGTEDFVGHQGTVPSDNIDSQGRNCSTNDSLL
# ELG1 DNA repair – qHTS screen for small molecules that inhibit ELG1-dependent DNA repair in human embryonic kidney (HEK293T) cells expressing luciferase-tagged ELG1; hit rate 2.3% among 330,000; Potency, µM (titrated, usually from 46.1 µM), for inactives: at the highest dose activity change, negative = inhibition, actives largely listed as inhibitors; HEK293T ELG1-luciferase reporter, luminescence, 16 h; DNA damage induced by 5-fluorouridine; further: potency means the concentration at half of the fitted maximal effect; on the % scale 0 is the no-effect control and ±100 the full control effect; nearly all actives have a fitted effect of over 55% in size
#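 In this reporter screen, reduction of luminescence relative to DMSO vehicle indicated activity. Compounds and 5-fluorouridine were added together to 2,000 cells per well, incubated for 16 hr at 37 °C, then developed with ONE-Glo.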
# TCR activator – Activators of T cell receptors: qHTS campaign. primary human leukocytes, anti-CD3, IL-2 HTRF, 48 h. Potency, µM (titrated, usually from 9.22 µM), for the others: at the highest dose activation of IL-2 secretion, usual class: activators. 330,000 tested, under 10 active. AID 504894, 2011; further: % of control where 0% means no effect
#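 Primary human leukocytes were stimulated with a-CD3 beads plus compounds for 48 hr without co-stimulation; secreted IL-2 was quantified by HTRF using a-IL-2-K (europium cryptate) and a-IL-2-d2, excited at 320nm with acceptor emission read at 665nm.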
# PTAP TSG101 blk – qHTS Assay for Iinhibitors of HIV-1 Budding by Blocking the Interaction of PTAP/TSG101 | Tumor susceptibility gene 101 protein (Homo sapiens), Q99816 | Fluorescence polarization, FITC-PTAP peptide / Tsg101 binding | Potency, µM (titrated, usually from 115 µM), inactives show at the highest dose activity change, negative = inhibition, most hits filed as inhibitors | 340,000 tested, under 10 active | AID 493005, 2010; active means well fitted inhibition curve with a large enough effect in the main read-out, with a control signal flat, not every such curve was filed as active; inconclusive means small, poorly fitted or top-dose-only effect, or effect the other way, or a change in a side signal; inactive means no such curve, though single readings can be large or run the other way; further: potency means the concentration at half of the fitted maximal effect; % of control where 0% means no effect
# Target sequence (Q99816 whole entry, looked up): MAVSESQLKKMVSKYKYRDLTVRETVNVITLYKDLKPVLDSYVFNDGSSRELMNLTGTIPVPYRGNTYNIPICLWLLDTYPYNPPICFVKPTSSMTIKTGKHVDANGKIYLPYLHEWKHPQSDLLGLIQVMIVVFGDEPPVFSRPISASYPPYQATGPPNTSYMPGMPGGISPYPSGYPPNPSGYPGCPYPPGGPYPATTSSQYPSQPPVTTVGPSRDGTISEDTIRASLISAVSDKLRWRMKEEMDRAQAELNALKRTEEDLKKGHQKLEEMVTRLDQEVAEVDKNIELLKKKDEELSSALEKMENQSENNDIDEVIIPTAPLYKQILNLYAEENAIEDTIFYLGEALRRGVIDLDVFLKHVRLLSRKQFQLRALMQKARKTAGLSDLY
#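 FP read-out: FITC-PTAP peptide, 50 nM final, binding Tsg101 binding domain, 10 uM final; 20 min, r.t.; 10 mM HEPES pH 7.5, 0.15 M NaCl, 0.01% Tween 20, 3 mM EDTA, 0.1 mM TCEP.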
# MLL CXXC-DNA inh – qHTS Fluorescence Polarization Assay for Inhibitors of MLL CXXC domain - DNA interaction; Histone-lysine N-methyltransferase 2A (Homo sapiens), Q03164; hit rate 0.037% among 290,000; AID 2662, 2010; Potency, µM (top dose mostly 115 µM), without a hit: top-dose activity change, negative = inhibition, usual class: inhibitors; MLL-CXXC / FITC-HOXA9 DNA fluorescence polarization; active means well fitted inhibition curve with a large enough effect in the polarisation, with a control signal flat, not every such curve was filed as active; inconclusive means small, poorly fitted or top-dose-only effect, or effect the other way, or a change in a side signal; inactive means no such curve, though single readings can be large or run the other way; the % refers to the polarisation; further: potency means the concentration at half of the fitted maximal effect
#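 Fluorescence polarization: 7 uM MLL-CXXC (stock) preincubated 5 min with compounds, then 50 nM fluorescein-HOX-A9 DNA (stock) added; 30 min ambient. Buffer 50 mM Tris-HCl pH 7.5, 50 mM NaCl, 1 mM DTT, 0.05% BSA.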
# * marks the source's active call; other numbers are inactive results; u = inconclusive; x = no result given; [ ] = remark or other dose. Unless noted, the call rests on the fitted dose curve; in most records, active means well fitted curve in the direction sought with a large enough effect; inconclusive means small, poorly fitted or top-dose-only effect, or another doubt; inactive means no such curve, though single readings can be large; an effect the other way counts as inactive or inconclusive.
SMILES,TRPV1 ag,A-T KAP1 phos,BRCA1 expr act,p53 reactivation,Integrin act MD,B2AR arrestin,ELG1 DNA repair,TCR activator,PTAP TSG101 blk,MLL CXXC-DNA inh
C=CCn1cc(C(=O)N2CCN(CC)CC2)c(=O)c2cc(S(=O)(=O)N(CC)CC)ccc21,0,-3%,-5%,2%,u,0.5%,-12%,-6%,0%,12%
Brc1cccc(OCCN2CCc3ccccc3C2)c1,-4,10%,-20%,6%,u,-0.4%,-10%,6%,-1%,-1%
C=C(C)CSc1nnc(-c2ccc(OC)c(OC)c2)n1N,0,5%,16%,1%,1%,0.1%,-3%,0%,-5%,12%
Fc1ccccc1/C=N/Nc1ccc(Cl)nn1,-2,-4%,56%,12%,0%,0.3%,u,-1%,2%,-8%
O=C(N/N=C/C=C\c1ccccc1[N+](=O)[O-])c1cc(-c2ccccc2)nc2ccccc12,-1,-8%,-22%,11%,-11%,-0.9%,u,-3%[46.1 µM],-3%,0%
COC(=O)C1CCN(C(=O)COC(=O)c2cc(S(=O)(=O)N3CCOCC3)ccc2C)CC1,x,9%,0%,2%,-3%,-0.4%,0%,-2%,-4%,x
CN(C)CCNC(=O)Cc1c(C(=O)O)n(C)c2ccccc12,-1,2%,x,3%,x,-3.6%,-1%,x,x,-5%
CCN1CCC(O)(C(C(=O)O)c2ccccc2)CC1 (stereo unspecified),x,x,0%,x,4%,x,x,3%,-6%,x
CN(CC(=O)Nc1ccc(F)cc1)CC(=O)Nc1ccc(F)c(F)c1F,7,2%,2%,-1%,-1%,0.0%,-3%,-2%,-5%,0%
Cc1ccc2c(c1)[C@H]1[C@H](CO2)[C@H](c2ccccc2)[C@]2(C)C(=O)N(Cc3ccc(Cl)cc3)CC(=O)N12,0,6%,-58%,2%,23%,-0.2%,u,9%,-3%,x
O=C(N/N=C/c1ccc(-c2ccc(Cl)c(C(=O)O)c2)o1)c1cc2c(ccc3ccccc32)o1,0,11%,1%,-3%,27%,-0.3%,5%,-2%,-4%,-5%
COc1cc(N2CCCC2)c(OC)cc1/C=C(/C#N)c1cccc(F)c1,7,-5%,-47%,5%,-17%,-1.0%,u,-1%,1%,-9%
O=C(c1cccs1)N1CCCC(N2CCN(c3ccc(F)cc3)CC2)C1 (stereo unspecified),-6,3%,-1%,-2%,2%,0.4%,-1%,-8%,0%,9%
CCCCn1c(N)c(N(CC(C)C)C(=O)c2ccc(-c3ccc(Cl)cc3)o2)c(=O)[nH]c1=O,-1,-22%,-51%,-1%,27%,0.2%,15µM*,2%,5%,x
Cc1ccccc1NC(=O)CN(C)S(=O)(=O)c1ccc2c(c1)n(C)c(=O)c(=O)n2C,0,-3%,-1%,-4%,-26%,0.0%,9%,-1%,-2%,1%
Clc1ccccc1CSc1snnc1-c1ccccc1,0,14%,76%,u,0%,-0.1%,u,4%,-5%,2%
CCOCCc1c(O)nc(SCC(=O)NCc2ccco2)[nH]c1=O,1,1%,9%,8%,-12%,-0.4%,-8%,x,0%,-3%
CC(Sc1nc(-c2ccccc2)nc2c1COC(C)(C)C2)C(=O)N1CCOCC1 (stereo unspecified),u,-1%,7%[1.84 µM],-1%,12%,0.2%,u,-10%,0%,-4%
Cc1ccc(-c2nc3ccc(NS(=O)(=O)c4ccccc4)cc3[nH]2)o1,-7,-2%,u,21%,-19%,-0.1%,u,-3%,-6%,-16%
COc1ccc(C)c2sc(N(CCCN(C)C)C(=O)CS(=O)(=O)c3ccc(F)cc3)nc12,3,4%,0%,10%,-39%,-1.6%,3%,4%,-1%,x
CC1C/C(=N\NC(=O)c2cccnc2)CC(C)(C)C1 (stereo unspecified),0,5%,-1%,8%,-13%,0.1%,9%,6%,-2%,1%
COc1ccc(CCC(=O)N2CCCSC2=Nc2ccc(C(C)=O)cc2)cc1,0,2%,0%,26%,-4%,0.0%,20%,-4%[46.1 µM],-1%,5%
Oc1ccccc1C(=S)N1CCCC1,-5,-4%,-6%,x,24%,0.0%,u,5%,-5%,-2%
COc1ccc(NC(=O)c2ccccc2C(=O)N2CCCCC2)cc1,1,-3%,2%,7%,10%,0.0%,u,-1%,-3%,-3%
O=C(NCc1ccccc1Cl)c1ccccc1Oc1ccccc1,u,8%,-27%,1%,-12%,-0.4%,-7%,-5%[46.1 µM],-2%,5%
Cn1c(=O)c(=O)n(C)c2cc(S(=O)(=O)NCCN3CCN(c4ccccc4F)CC3)ccc21,0,-7%,0%,-1%,16%,-0.1%,-8%,8%,0%,0%
COc1ccc(C(=S)N2CCOCC2)cc1OS(=O)(=O)c1ccccc1[N+](=O)[O-],3,-7%,-26%,15%,-36%,-0.6%,-9%,2%[46.1 µM],-4%,0%
O=C1c2ccccc2S(=O)(=O)N1CCOc1ccc(F)cc1,11,7%,26%,16%,8%,0.4%,u,7%,-2%,-2%
COc1ccc(N(CC(=O)NCCc2ccc(S(N)(=O)=O)cc2)S(=O)(=O)c2c(C)noc2C)cc1,1,14%,-20%,-1%,5%,0.1%,7%,-9%,-2%,4%
CC1(C)Cc2sc3c(=O)[nH]c(=S)[nH]c3c2CO1,-6,-8%,-8%,-1%,1%,-0.2%,0%,-2%,-2%,4%
COc1ccc(-c2csc3nc(-c4ccccc4)oc(=O)c23)cc1OC,-8,4%,18%,0%,-8%,-0.8%,14%,0%,-3%,34%[activator]
Cc1cc2ccccc2n1CCNC(=O)c1ccc(Br)o1,u,-5%,55%,-1%,-21%,-0.7%,0%,1%,-8%,-4%
CN=C(Nc1cccc(OC)c1)SC1CC(=O)N(c2ccc(C(=O)O)cc2)C1=O (stereo unspecified),-2,15%,-11%,-2%,13%,0.0%,15%,-4%[46.1 µM],-1%,8%
COc1[nH]c2ccc(F)cc2c1C(=O)OCC1CCN(CCNS(C)(=O)=O)CC1,x,x,2%,x,x,x,x,-3%,-5%,6%
O=C1CC(C(=O)N2CCCc3ccccc32)CN1c1ccc(Cl)cc1 (stereo unspecified),4,-2%,0%,u,2%,0.1%,16%,1%,-9%,-3%
Cc1ccc(NC(=O)C2CCN(S(=O)(=O)c3ccc4c(c3)OCCO4)CC2)nc1,-4,0%,-20%,-7%,23%,2.1%,-20%,-4%,-1%,x
N#Cc1ccc(CN2CCN(CC(=O)Nc3ccccc3C(=O)NC3CC3)CC2)cc1,-1,-5%,12%,8%,-17%,0.2%,u,1%,-2%,x
Nc1ccc2nc[nH]c2c1,-5,-2%,-28%,-7%,-8%,-0.1%,-1%,10%,-8%,-6%
CCOC(=O)C1(C)/C(=N/Nc2ccccc2Cl)C(=O)C(=O)N1c1ccccc1 (stereo unspecified),0,-2%,8%,-7%,9%,-0.1%,-21%,0%,-7%,2%
Cc1cccc(C)c1NC(=O)CNC(=O)c1c(C)nn(-c2ccccc2)c1Cl,0,14%,-16%,-5%,0%,0.3%,-11%,-13%,0%,x
Cc1cc(C)cc(N(C)S(=O)(=O)c2nnc(NC(=O)C(C)C)s2)c1,15,-2%,-23%,5%,-7%,0.0%,0%,4%,0%,-4%
CCOC(=O)N1CCN(C(=O)c2ccc(N(C)S(=O)(=O)c3ccc(C)cc3)cc2)CC1,-4,-13%,-19%,-20%,-31%,0.0%,-12%,-1%,-2%,0%
CCCCCCCCCCCn1nnnc1N,x,x,-9%,x,-18%,x,x,5%,-1%,x
CC(C)(C)OC(=O)C[C@H]1C/C=C\C[C@@H](CC(=O)N(CCO)Cc2ccccc2)C(=O)N[C@H](Cc2ccccc2)COC1=O,x,9%,-6%,3%,-30%,-0.1%,-7%,1%,x,x
COC(=O)Nc1ccc(S(=O)(=O)N2CCN(CCN3C(=O)C4C5C=CC(C5)C4C3=O)CC2)cc1 (stereo unspecified),8,-1%,-20%,-3%,15%,-0.1%,u,-4%,-5%,3%
Cc1nnc(NC(=O)C2CCCC2)s1,1,6%,-4%,10%,38%,-0.2%,19%,-4%,-4%,5%
C=CCn1c(SCC(=O)Nc2nnc(CC)s2)nnc1-c1cccnc1,-7,3%,-6%,-6%,4%,-0.6%,-25%,1%,0%,-4%

# High-throughput results (PubChem)

# Rows were taken by chance, and some 3.8% of all compounds hit somewhere here.
